MEX-5 binding – C. elegans MEX-5 TCR-2 RNA binding activity | Q9XUB2 | MEX-5/FITC-TCR2 RNA binding, fluorescence polarization; hits give low values | 300,000 compounds, 0.38% hits | activity score (negative = inhibition of binding), % at 10 µM | AID 1832;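 active = inhibition past about -25% in most replicates, and total fluorescence under double the plate's negative control median, limit read from the data; inconclusive = replicates evenly split on the limit, or fluorescence at least double controls; inactive = too little inhibition in most replicates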;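 note: 0% = DMSO and -100% = 5 µM competing unlabeled TCR2 RNA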
GLD-1 RNA inh – GLD-1-TGE RNA interaction inhibition (C. elegans). Q17339. purified GLD-1 + fluorescein TGE RNA, fluorescence polarization. inhibition, % at 5.96 µM. 320,000 compounds, 0.44% hits;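 active = percent inhibition above a per-plate cutoff, the plate mean of test compounds plus 3 SD, cut at about 30% in these data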;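 note: 0% = DMSO wells with GLD-1 and probe and 100% = wells lacking GLD-1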
VLA-4 inh – inhibition in a human VLA-4 binding assay; 330,000 compounds, 0.2% hits; inhibition, % (about 7 µM as worked out from the volumes in the protocol); P13612; VLA-4 expressing cells, ligand binding flow cytometry; in the data active = inhibition above about 50%
BCLXL inh – blocks human Bcl-xL binding to Bim BH3 peptide. Q07817. GST-Bcl-xL / FITC-Bim BH3 peptide fluorescence polarization. inhibition, % at 10.9 µM. 320,000 compounds, 0.7% hits;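 active = inhibition above the mean of all tested compounds plus 3 SD, cutoff set per campaign, cut at about 30% in these data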;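 note: 0% = DMSO wells and 100% = unlabeled Bim-BH3 peptide competitor; inhibitors lower millipolarization by displacing the labeled peptide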
Target sequence (Q07817 whole entry, looked up): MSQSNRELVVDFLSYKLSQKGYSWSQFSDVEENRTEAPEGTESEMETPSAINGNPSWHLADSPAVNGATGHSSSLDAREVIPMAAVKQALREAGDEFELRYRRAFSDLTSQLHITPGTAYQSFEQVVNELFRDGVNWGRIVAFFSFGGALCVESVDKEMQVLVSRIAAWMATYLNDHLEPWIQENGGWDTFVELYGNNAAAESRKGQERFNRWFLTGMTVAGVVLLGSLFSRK
Yeast superoxide – yeast age-related superoxide inhibition as caloric restriction mimetic; S. cerevisiae aged cells, superoxide DHE fluorescence; hits give low values; AID 2690; 330,000 compounds, 0.18% hits; superoxide response (% of plate mean), % at 10 µM;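 active = superoxide response under a set limit, about three screen SD below normal, cut at about 65% in these data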;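 note: yeast aged for seven days with compound at 30 °C before DHE staining; 100% = average MFI of all compound-treated wells on the plate with controls excluded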
AGP1 TOR yeast – modulators of TOR pathway AGP1-GFP in S. cerevisiae; AID 2066; 320,000 compounds, 0.02% hits; GFP response vs DMSO, % at 10 µM; S. cerevisiae AGP1-GFP multiplex flow cytometry, 3 h; GFP as percent of DMSO wells;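 active = GFP response relative to DMSO above a set limit, near screen average plus 3 SD, cut at about 150% in these data; inconclusive = fewer than 70 cells counted for the yeast strain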;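 note: median GFP channel fluorescence of the gated AGP1 strain per well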
MCL1 BIM primary – disrupts human MCL1 binding to BIM-BH3 peptide; Q07820; AID 2057; GST-MCL1 / FITC-Bim-BH3 fluorescence polarization; 320,000 compounds, 0.68% hits; inhibition, % at 10.9 µM;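 active = inhibition above the mean inhibition of all tested compounds plus 3 SD, set per campaign, cut at about 40% in these data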;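 note: 0% = DMSO wells and 100% = unlabeled Bim-BH3 peptide control; higher means more loss of mP so more displacement of Bim peptide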
GRK2 aptamer HTS – human GRK2 inhibition via aptamer displacement; inhibition of aptamer binding, % at 10 µM; P25098; bead flow cytometry, FAM-aptamer displacement from GRK2; 330,000 compounds, 0.59% hits;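 active = inhibition of aptamer binding above 40%, roughly 3 SD of noise, on plates passing a quality check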;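 note: median bead fluorescence of bound FAM aptamer so fluorescent compounds give negative values; no value below 0 was filed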
Target sequence (P25098 whole entry, looked up): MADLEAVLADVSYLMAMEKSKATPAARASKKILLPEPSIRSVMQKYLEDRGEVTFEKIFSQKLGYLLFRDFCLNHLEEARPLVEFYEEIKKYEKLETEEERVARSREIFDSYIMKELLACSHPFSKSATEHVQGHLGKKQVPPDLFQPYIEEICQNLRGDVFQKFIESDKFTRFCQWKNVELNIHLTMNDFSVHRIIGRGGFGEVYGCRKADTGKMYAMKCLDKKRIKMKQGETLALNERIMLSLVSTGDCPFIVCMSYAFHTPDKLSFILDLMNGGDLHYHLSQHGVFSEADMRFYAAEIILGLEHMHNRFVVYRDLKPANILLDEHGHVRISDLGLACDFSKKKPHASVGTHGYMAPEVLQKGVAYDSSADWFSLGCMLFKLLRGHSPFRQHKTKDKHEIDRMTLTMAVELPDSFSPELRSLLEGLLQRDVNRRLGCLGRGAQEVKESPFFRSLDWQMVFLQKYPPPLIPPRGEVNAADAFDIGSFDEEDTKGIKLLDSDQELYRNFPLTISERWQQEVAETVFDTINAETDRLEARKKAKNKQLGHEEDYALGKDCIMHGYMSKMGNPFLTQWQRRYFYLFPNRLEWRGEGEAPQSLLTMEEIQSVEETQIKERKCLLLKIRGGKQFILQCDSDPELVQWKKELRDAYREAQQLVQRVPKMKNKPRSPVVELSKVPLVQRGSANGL
CIT2-GFP yeast – modulators of TOR pathway CIT2-GFP in S. cerevisiae; S. cerevisiae CIT2-GFP strain, flow cytometry, 3 h; 100 means same as DMSO wells; GFP response vs DMSO, % at 10 µM; 320,000 compounds, 0.065% hits; AID 2029;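 active = GFP response relative to DMSO above a set limit, near the screen mean plus 3 SD, cut at about 150% in these data; inconclusive = Fewer than 70 cells measured for a yeast strain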;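 note: ratio of well median GFP fluorescence to mean of DMSO wells on the plate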
* = called active by the depositor; u = inconclusive; x = no result given.

1	COc1cccc(OC)c1C(=O)OCC(=O)N1CC(C)CC(C)C1 (centres undefined)
2	COCCSc1ccccc1C(=O)Nc1ccc([N+](=O)[O-])cc1OC
3	CCOC(=O)Cn1c2ccc(OC)cc2c2nc3ccccc3nc21
4	S=C(Nc1ccccc1Cl)NC1CCC(NC(=S)Nc2ccccc2Cl)CC1 (centres undefined)
5	O=C(NCC(=O)N1CCC2(CC1)NCCc1[nH]cnc12)c1ccc(Br)cc1
6	COc1ccc(NC(=O)CSc2nccn2Cc2ccccc2)cc1
7	CC(C)CN(C(=O)CCNC(=O)c1ccc(Cl)cc1)c1c(N)n(CC(C)C)c(=O)[nH]c1=O
8	COc1cc2cc(C(c3nnnn3Cc3ccc(F)cc3)N3CCCCCC3)c(=O)[nH]c2cc1OC (centres undefined)
9	O=C(Cc1ccc(Cl)cc1)Nc1ccccc1N1CCN(C(=O)c2ccccc2)CC1
10	CCOc1ccc(NC(=O)NC2CCCCCCC2)cc1

Screen / compound no. | 1 | 2 | 3 | 4 | 5 | 6 | 7 | 8 | 9 | 10
MEX-5 binding | x | -0.3 | -102* | 0.5 | -1.2 | 0.5 | x | x | 2.1 | x
GLD-1 RNA inh | 0 | 4 | 4 | 3 | 10 | -8 | -6 | 1 | 5 | x
VLA-4 inh | 7 | 10 | -2 | 4 | 6 | -6 | 3 | 6 | -8 | 5
BCLXL inh | 1 | 8 | 1 | 3 | 0 | -1 | -7 | -1 | 2 | x
Yeast superoxide | 93 | 114 | 100 | 105 | 87 | 99 | 103 | 114 | 98 | 112
AGP1 TOR yeast | 103 | 93 | 102 | 107 | 101 | 95 | 93 | 102 | 82 | 82
MCL1 BIM primary | 4 | 0 | 8 | 6 | 0 | -7 | -12 | -1 | -4 | x
GRK2 aptamer HTS | 0 | 0 | 1 | 0 | 9 | 1 | 5 | 0 | 0 | 0
CIT2-GFP yeast | 96 | 100 | 94 | 110 | 92 | 98 | 99 | 99 | 92 | 91

11	CCCn1nc(-c2nnc(-c3ccc(C)c(C)c3)o2)c2ccccc2c1=O
12	CCCCc1nc2sc3c(SCCN(C)C)ncnc3c2c2c1CCC2
13	C/[N+]([O-])=C\c1cccc(OCCN2CCN(c3ncc(C(F)(F)F)cc3Cl)CC2)c1
14	COCCn1c(C)cc(C(=O)COC(=O)c2ccc(S(=O)(=O)N(C)C)cc2)c1C
15	COc1ccc(C2c3[nH]c4ccccc4c3C[C@H]3C(=O)N(C)CC(=O)N23)cc1OC (some centres undefined)
16	Cn1cnnc1SCCNS(=O)(=O)c1cccc([N+](=O)[O-])c1
17	CCCCC1(C)OC(=O)C(=Cc2ccc(N(C)C)cc2)C(=O)O1 (centres undefined)
18	CCC(=O)Nc1cccc(NC(=S)NC(=O)c2ccc(Cl)cc2Cl)c1
19	CCOc1cc(/C=N/NC(N)=O)cc(Br)c1OCC(=O)Nc1ccccc1C
20	COC(=O)CCCCC(=O)C1C(=O)CC(C)(C)C(C(=O)OC)C1=O (centres undefined)

Screen / compound no. | 11 | 12 | 13 | 14 | 15 | 16 | 17 | 18 | 19 | 20
MEX-5 binding | -3.7 | 0.8 | 3.0 | x | -2.2 | 3.5 | 2.6 | 2.4 | -3.0 | 0.5
GLD-1 RNA inh | 3 | 5 | 1 | 0 | -4 | -2 | -8 | 9 | -10 | -3
VLA-4 inh | 23 | 10 | 3 | -5 | 14 | 4 | -3 | 13 | -10 | 29
BCLXL inh | -1 | 4 | 1 | x | 2 | 2 | -1 | 1 | 8 | 3
Yeast superoxide | 97 | 121 | 95 | 113 | 104 | 128 | 94 | 107 | 105 | 86
AGP1 TOR yeast | 88 | 96 | 97 | 98 | 103 | 101 | 96 | 106 | 90 | 100
MCL1 BIM primary | 7 | -2 | 0 | x | -2 | 2 | 2 | 5 | 2 | -8
GRK2 aptamer HTS | 0 | 0 | 0 | 2 | 0 | 0 | 0 | 0 | 4 | 2
CIT2-GFP yeast | 89 | 79 | 98 | 106 | 103 | 98 | 97 | 102 | 86 | 97

21	CN(C)C(=O)N1CCN(C(=O)c2ccccc2Sc2ccccc2C#N)CC1
22	O=c1/c(=C/c2ccc(CNS(=O)(=O)c3ccccc3)o2)sc2n1CCN=2
23	COc1ccc(Cl)cc1C(=O)Nc1ccccc1N1CCCCC1
24	CC(=O)Nc1ccc(S(=O)(=O)Nc2cc3c(cc2C(C)=O)OCO3)cc1
25	Cc1ccc(C(=O)OC2CCN(c3ccc([N+](=O)[O-])cc3)CC2)cc1
26	COCCCNC(=S)Nc1ccc(S(=O)(=O)Nc2cc(OC)nc(OC)n2)cc1
27	COc1ccc(-n2c(SCC(=O)Nc3ccc(C)cc3)nc(O)c(Cc3ccccc3)c2=O)cc1
28	CCc1cc2c(=O)oc(-c3ccccc3F)nc2s1
29	Cc1c(Cl)cccc1NC(=O)CC1SCCNC1=O (centres undefined)
30	CCN(C(=O)COC(=O)CNC(=O)c1ccc(C)c(C)c1)C1CCS(=O)(=O)C1 (centres undefined)

Screen / compound no. | 21 | 22 | 23 | 24 | 25 | 26 | 27 | 28 | 29 | 30
MEX-5 binding | -1.2 | -1.1 | 1.7 | -1.4 | -18 | -0.9 | -3.4 | -0.4 | -1.2 | 0.5
GLD-1 RNA inh | -2 | 7 | 2 | 1 | 0 | 0 | 8 | -2 | 0 | 7
VLA-4 inh | -11 | 15 | -15 | -1 | -4 | -2 | 1 | -1 | -1 | 26
BCLXL inh | 7 | 10 | 3 | 4 | 1 | 5 | 4 | 8 | 3 | 2
Yeast superoxide | 90 | 102 | 120 | 100 | 103 | 96 | 95 | 101 | 106 | 87
AGP1 TOR yeast | 111 | 109 | 91 | u | u | 95 | 100 | 79 | 97 | 101
MCL1 BIM primary | 5 | 16 | 6 | 3 | -2 | 10 | 2 | 6 | 4 | -15
GRK2 aptamer HTS | 0 | 3 | 0 | 0 | 0 | 17 | 0 | 0 | 0 | 0
CIT2-GFP yeast | 112 | 107 | 94 | u | u | 98 | 102 | 67 | 88 | 103

31	CC(CNC(=O)c1ccccc1Cl)c1ccccc1 (centres undefined)
32	Cc1cc(OC(C)C(=O)NC2CC(C)(C)NC(C)(C)C2)c2c(C)cc(=O)oc2c1 (centres undefined)
33	c1ccc(-c2ncc(CN3CCN(c4ccccn4)CC3)[nH]2)cc1
34	CCCCN(C(=O)c1ccc2c(c1)OCO2)C1CCS(=O)(=O)C1 (centres undefined)
35	COC(=O)c1cnn2c(C)c(Cc3cccc(F)c3)c(C)nc12
36	CNC(=O)c1ccc(-n2nc(C)cc2-c2ccccc2)cc1
37	CCOc1cccc(CNCCSc2nnnn2C)c1
38	c1ccc(CSC2=NNC(c3ccccn3)S2)cc1 (centres undefined)
39	COc1ccccc1-c1cc(C(=O)Nc2cccnc2)no1
40	O=C(COC(=O)c1ccc(N2CCCC2=O)cc1)Nc1ccccc1

Screen / compound no. | 31 | 32 | 33 | 34 | 35 | 36 | 37 | 38 | 39 | 40
MEX-5 binding | 2.9 | 1.5 | -2.5 | 2.1 | -1.3 | -0.7 | 0.4 | -0.3 | -2.0 | x
GLD-1 RNA inh | -1 | -2 | -2 | 0 | -7 | 1 | 10 | -6 | 10 | 1
VLA-4 inh | -2 | 5 | 6 | 14 | 4 | 3 | 2 | 2 | 13 | 7
BCLXL inh | 4 | 0 | 0 | 3 | 5 | 0 | 1 | 2 | 1 | 6
Yeast superoxide | 99 | 104 | 103 | 99 | 100 | 107 | 101 | 125 | 96 | 81
AGP1 TOR yeast | 99 | 101 | 100 | 111 | 96 | 99 | 94 | 94 | 89 | 91
MCL1 BIM primary | 4 | 4 | 8 | 0 | -6 | -1 | 2 | 8 | 7 | 10
GRK2 aptamer HTS | 5 | 0 | 0 | 0 | 1 | 1 | 3 | 0 | 0 | 3
CIT2-GFP yeast | 102 | 97 | 92 | 105 | 95 | 103 | 94 | 84 | 95 | 91

Profiles as entered above. Order of values: MEX-5 binding	GLD-1 RNA inh	VLA-4 inh	BCLXL inh	Yeast superoxide	AGP1 TOR yeast	MCL1 BIM primary	GRK2 aptamer HTS	CIT2-GFP yeast
`O=c1/c(=C/c2ccc(CNS(=O)(=O)c3ccccc3)o2)sc2n1CCN=2` is entered as -1.1	7	15	10	102	109	16	3	107
`CC(C)CN(C(=O)CCNC(=O)c1ccc(Cl)cc1)c1c(N)n(CC(C)C)c(=O)[nH]c1=O` is entered as x	-6	3	-7	103	93	-12	5	99
`CCCn1nc(-c2nnc(-c3ccc(C)c(C)c3)o2)c2ccccc2c1=O` is entered as -3.7	3	23	-1	97	88	7	0	89
`Cc1ccc(C(=O)OC2CCN(c3ccc([N+](=O)[O-])cc3)CC2)cc1` is entered as -18	0	-4	1	103	u	-2	0	u
`CCOc1cccc(CNCCSc2nnnn2C)c1` is entered as 0.4	10	2	1	101	94	2	3	94

Further compounds follow.
41	Cc1ccccc1-c1cc2nc(C)c(C)c(=O)n2[nH]1
42	O=C(Nc1ccccc1C(F)(F)F)c1ncn[nH]1
43	CCOC(=O)C1=C(C)NC(C)=C(C(=O)OCC)C1C(=O)OCC(=O)NCc1ccc(F)cc1
44	CCCC(=N)C1=C(O)CC(CC(C)SCC)CC1=O (centres undefined)
45	O=[N+]([O-])c1cc(-c2ncccn2)cs1
46	O=C(Nc1c[nH]c(=O)[nH]c1=O)c1ccccc1Cl
47	CCCC(=O)Nc1cccc(NC(=O)c2ccc(C)c([N+](=O)[O-])c2)c1
48	Fc1ccc(N2CCN(/C=C/c3nnnn3-c3ccccc3)CC2)cc1
49	Cn1c(=O)c2c(ncn2CC(=O)OCC(=O)Nc2ccccc2)n(C)c1=O
50	COc1ccc(S(=O)(=O)N2CCC(N3CCN(Cc4ccccc4)CC3)CC2)cc1
51	O=C(CCN1CCN(c2ccccc2F)CC1)Nc1ccccc1F
52	O=S(=O)(Nc1cccc(-c2nc3cccnc3s2)c1)c1cccs1

Screen / compound no. | 41 | 42 | 43 | 44 | 45 | 46 | 47 | 48 | 49 | 50 | 51 | 52
MEX-5 binding | 0.0 | 1.0 | x | -0.8 | -2.0 | 0.1 | -0.1 | 3.2 | 3.8 | 1.3 | 1.9 | 0.7
GLD-1 RNA inh | x | 6 | 5 | 0 | -1 | x | 5 | 7 | 1 | -2 | 5 | -1
VLA-4 inh | 5 | 9 | 1 | 4 | 0 | 0 | -1 | 6 | 27 | -1 | 3 | -1
BCLXL inh | x | 5 | x | -5 | 6 | x | 9 | -1 | 2 | 2 | 4 | -1
Yeast superoxide | 99 | 107 | 96 | 85 | 103 | 100 | 92 | 96 | 97 | 103 | 90 | 99
AGP1 TOR yeast | 103 | 108 | 102 | 101 | 107 | 97 | 97 | 92 | 107 | 102 | 97 | 111
MCL1 BIM primary | x | 5 | x | -10 | 5 | x | 10 | 1 | -3 | -1 | 1 | 2
GRK2 aptamer HTS | 7 | 0 | 0 | 5 | 6 | 2 | 0 | 6 | 0 | 0 | 0 | 0
CIT2-GFP yeast | 104 | 104 | 104 | 96 | 112 | 100 | 93 | 93 | 105 | 99 | 99 | 96

From PubChem BioAssay
